# Assay outcomes (PubChem)
# Yfh1-depleted yeast = mitochondrial function rescue without frataxin homolog – Friedreich's ataxia, plus single-dose screen, dose response (AID 1465). hit rate 0.074% among 220,000. S. cerevisiae Yfh1-off respiration, WST-1 reduction, 72 h; higher fold induction means a stronger effect. fold induction at 50 µM, or EC50 in µM where a hit was titrated;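 active = fold induction of absorbance versus untreated yeast above a set limit, then at least 30% activation at any dose in follow-up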;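 also: activators that raise dye reduction in frataxin-depleted yeast; strong numbers were not always called active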
# CSM14.1 death rescue = rescue of cells from ER stress-induced death, primary screen, 384-well, CSM14.1, thapsigargin, ATP luminescence (AID 1222); cellular ATP content (survival), % at 20 µM, or EC50 in µM where a hit was titrated; CSM14.1 thapsigargin-induced death rescue, ATP luminescence; higher % means a stronger effect; 190,000 tested, under 10 active;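 active = EC50 below 50 µM in the dose-response confirmation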;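 also: death triggered by thapsigargin at about 15 µM added after 2 h compound pretreatment; cell ATP read after overnight thapsigargin exposure of roughly 18 to 22 hours; normalized against plate controls of thapsigargin alone and 5% DMSO vehicle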
# Insulin prom up = MIN6 insulin promoter up-regulation; MIN6 insulin promoter-GFP reporter, high-content imaging; hits give high values; z-score at 5 µM; hit rate 0.3% among 190,000;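 active = z-score above 3 at 5 µM with at least 500 cells counted in the well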
# P. falciparum M1AAP = malaria alanyl aminopeptidase activity blockers – biochemical, fluorogenic H-Leu-NHMec substrate, 1536-well (AID 1445). recombinant M1AAP, H-Leu-NHMec fluorogenic kinetic assay; higher % means a stronger effect. inhibition, % at 30 µM, or IC50 in µM where a hit was titrated. hit rate 0.42% among 220,000;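 active = primary inhibition above the hit cutoff, then over 50% inhibition at one or more dose response concentrations, cut at about 23% in these data, passing the limit was not always enough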;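 also: plate controls were DMSO full reaction for no effect and no enzyme background for full effect; strong numbers were not always called active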
# Autophagy mod = alters autophagy in cells; AID 463193; hit rate 0.98% among 190,000; calls only at 10 µM (by protocol); MEF GFP-LC3 puncta imaging; test concentration mostly 10 µM;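 active = percentage of spot-positive cells more than 3 SD above its plate mean, without a fluorescence outlier flag or 80% toxicity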;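 also: spot-positive cell cutoff set from DMSO-treated cells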
# P. falciparum M17LAP = P. falciparum M17LAP inhibitors, primary screen, biochemical, fluorogenic H-Leu-NHMec substrate, 1536-well (AID 1619); inhibition, % at 30 µM, or IC50 in µM where a hit was titrated; hit rate 0.38% among 220,000; recombinant M17LAP, H-Leu-NHMec fluorogenic kinetic assay; higher % means a stronger effect;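 active = compound inhibiting the enzyme by more than half at any dose during confirmatory dose-response retesting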;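 also: plate controls were full reaction with DMSO carrier for no effect and no enzyme background for full effect; strong numbers were not always called active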
# Lipid droplet = hepatic lipid droplet formation modulation; AML12 mouse hepatocytes, oleate lipid droplets, BODIPY imaging; inhibition, % at 6.5 µM; hit rate 0.4% among 240,000; AID 1656;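 active = lipid droplet intensity inhibited by at least 50%, with more than 500 cells counted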
#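 Assay system: AML12 hepatocytes (mouse) / Also added: 100 µM oleic acid challenge / Times: overnight treatment with compound plus oleate / Detection: high-content imaging of BODIPY-stained droplets and DAPI nuclei / Evaluation: % inhibition of lipid droplet signal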
# Dynein cargo inh = blocks dynein driven cargo transport along microtubules. z-score, hits read low. 3617.4 mouse cells, GR-EGFP nuclear translocation imaging; test concentration mostly 20 µM; stimulated with dexamethasone, 1 µM; hits give low values. hit rate 0.47% among 220,000;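 active = plate z-score of nuclear minus cytoplasmic receptor signal below a set negative limit, without overly bright fluorescence or cell loss, cut at about -3.5 in these data, passing the limit was not always enough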;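 also: z-score of nuclear minus cytoplasmic ring GR-EGFP intensity difference per well; some compounds called inactive have numbers as strong as hits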
#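 Buffer or medium – tet-free medium with charcoal-stripped serum · Signal – automated 10x imaging of fixed Hoechst-stained cells · Also added – dexamethasone agonist, 1.0 µM final, for 30 min · Incubation – induction 48 h, compound 1 h, agonist 30 min · Read-out – GR-EGFP nuclear translocation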
# MT stabilizer = microtubule stabilization, imaging screen; HeLa tubulin immunostaining HCS, 24 h; share of cells brighter than vehicle mean+2SD; % tubulin-high responders, % at 10 µM; AID 2205; hit rate 0.83% among 200,000;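 active = plate Z-score above 3 for both tubulin-high and condensed-nucleus cell shares, with cell loss under 80%, at 10 µM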;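 also: anti alpha tubulin signal scored within the nucleus-defined area of each cell; some results filed as inactive read as strong as hits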
# Dynein cargo inh cytoplasmic EGFP = second read-out of Dynein cargo inh, no call of its own (marks repeat the call); z-score; measured here: cytoplasmic GR-EGFP intensity; hits give high values
# Dynein cargo inh nuclear GR-EGFP = second read-out of Dynein cargo inh, no call of its own (marks repeat the call); z-score; measured here: nuclear GR-EGFP intensity;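 lower value marks the stronger effect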
# Dynein cargo inh cell count = recorded beside Dynein cargo inh, whose call it bears; z-score; measured here: cell count per field
# Insulin prom up cell count = second read-out of Insulin prom up, no call of its own (marks repeat the call); cell count; measured here: cytotoxicity, nuclei count;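 total cells summed across four imaged fields per well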
# Lipid droplet cells 6.5 µM = further read-out of Lipid droplet, marked with its call; cell count; measured here: cell count, cytotoxicity flag;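 cells counted across two imaged fields per well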
# MT stabilizer Hoechst-high % = second read-out of MT stabilizer, no call of its own (marks repeat the call); % Hoechst-high responders; measured here: nuclear condensation Hoechst responders;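 share of cells brighter than vehicle mean plus two SD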
# MT stabilizer cytotoxicity % = recorded beside MT stabilizer, whose call it bears; toxicity, %; measured here: cytotoxicity by cell density;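 0% = mean cell density of plate MIN control wells and 100% = no cells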
# Autophagy mod cell loss 18 h = further read-out of Autophagy mod, marked with its call; toxicity, %; measured here: cell loss, nuclei count;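 cell loss after 18 h compound exposure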
# The depositor's hits bear a star; i = inactive; nt = no result given.
compound	Yfh1-depleted yeast	CSM14.1 death rescue	Insulin prom up	Insulin prom up cell count	P. falciparum M1AAP	Autophagy mod	Autophagy mod cell loss 18 h	P. falciparum M17LAP	Lipid droplet	Lipid droplet cells 6.5 µM	Dynein cargo inh	Dynein cargo inh cytoplasmic EGFP	Dynein cargo inh nuclear GR-EGFP	Dynein cargo inh cell count	MT stabilizer	MT stabilizer Hoechst-high %	MT stabilizer cytotoxicity %
Cc1ccccc1N/C(SCc1ccc(Cl)cc1)=C(/C#N)C(N)=O	i	0.2%	0.35	1074	6.2%	i	1.0	0.1%	-2.1	546	-0.168	-0.231	-0.118	-0.226	3.0	2.7	7.7
CCN(CC)C1CCN(C(=O)CCc2nnc(CCc3ccccc3)o2)C1 (centres undefined)	i	0.1%	0.26	1470	0.2%	i	17.8	4.6%	0.6	741	-0.603	-0.297	-0.335	1.12	3.8	1.9	1.3
Cc1ccc(C2CCN(C(=O)Nc3ccccc3)C2)cc1 (centres undefined)	i	-3.7%	0.06	1461	0.1%	i	-1.5	2.6%	nt	nt	-0.31	-0.466	-0.0335	0.367	2.6	2.4	7.2
C1=C(c2ccc(-c3ccccc3)cc2)Nc2ncnn2C1c1ccco1 (centres undefined)	i	-1.9%	1.37	1209	2.8%	i	0.2	-7.8%	nt	nt	-0.442	-0.327	-0.0352	0.422	6.3	3.1	10.0
Cn1c(=O)oc2cc(S(=O)(=O)N3CCCC(C(=O)N4CCn5c4nc4ccccc45)C3)ccc21 (centres undefined)	i	nt	nt	nt	2.5%	i	-9.0	3.0%	-7.1	700	0.292	-0.222	0.352	0.546	3.3	2.5	7.6
CCn1c(CSc2ncccn2)nnc1SCC(=O)N1CCCCC1	i	-2.7%	-0.34	1252	nt	i	-9.3	nt	2.4	675	1.89	0.0175	1.97	-1.42	2.4	2.8	10.3
COc1ccc(C(=O)CSc2[nH]c(=O)cc(C(F)(F)F)c2C#N)cc1	i	nt	-0.3	1370	6.8%	nt	nt	8.4%	-7.4	605	-0.423	-0.299	-0.231	0.47	nt	nt	nt
O=C(Nc1ccc([N+](=O)[O-])cc1)c1nc[nH]c1C(=O)NC1CCCCC1	i	0.1%	0.12	1434	-1.5%	i	-5.9	18.1%	3.1	663	0.487	-0.197	1.05	-1.64	2.4	2.0	13.3
Cc1ccc(C)c(Cn2c(=O)n(-c3ccc(CC(=O)NCc4ccco4)cc3)c(=O)c3sccc32)c1	i	-2.5%	0.15	1868	-4.8%	nt	nt	5.5%	-7.1	643	0.925	-0.0612	0.509	-1	5.8	1.1	4.1
Fc1ccc(-c2nc3ccccn3c2NCc2ccc3c(c2)OCO3)cc1	i	-1.5%	1.39	1317	13.4%	i	7.9	-11.5%	5.3	659	-0.214	-0.153	-0.222	-0.0476	3.8	1.6	11.2
CC1CCCC(C)N1C(=O)c1cccc2c1-c1ccccc1/C2=N/O (centres undefined)	i	24.9%	nt	nt	29.9%	i	4.1	0.0%	-17.7	761	0.876	-0.251	0.444	0.547	5.3	1.9	5.1
COc1ccc(N=c2oc3ccc(OC)cc3cc2-c2nc3ccccc3[nH]2)cc1	i	-3.1%	-1.38	1190	4.2%	i	-2.9	-7.0%	38.9	782	0.442	-0.175	0.336	0.77	3.4	2.6	7.6
Cc1ccccc1NC(=O)C1Cc2ccccc2C(=O)O1 (centres undefined)	i	-3.4%	nt	nt	-3.5%	i	-0.2	15.2%	-2.3	695	-0.495	-0.0922	-0.32	-0.828	1.8	1.8	4.6
COc1cc2[nH]c(=O)n(Cc3ccccc3Cl)c(=O)c2cc1OC	i	0.1%	0.69	816	1.9%	i	2.6	-9.7%	-6.5	690	-0.187	-0.192	0.178	0.846	2.8	1.9	4.8
CC1=C(C(=O)OCc2ccc3c(c2)OCO3)C(c2ccc(F)cc2)NC(=O)N1 (centres undefined)	i	-0.1%	-0.79	965	1.9%	i	24.4	4.7%	nt	nt	-0.403	-0.292	0.127	-0.103	14.8*	12.6*	54.3*
CCCNS(=O)(=O)c1ccc(N2CCCC2=O)c([N+](=O)[O-])c1	i	-3.0%	-0.41	1446	2.1%	i	-1.8	-2.4%	-0.2	614	0.992	-0.291	0.458	-0.316	5.7	3.3	8.4
COc1cccc(/C=N/NC(=O)Cn2ccnc2C)c1	i	-2.1%	0.65	1218	7.9%	i	-3.8	-0.6%	-1.9	619	0.412	-0.0976	0.407	-0.334	3.1	1.4	8.0
Nc1nc2c(Cl)ccc(Cl)c2s1	i	-0.1%	nt	nt	-0.8%	i	3.9	-2.5%	-2.2	677	-0.505	-0.298	-0.312	0.751	2.7	2.1	0.8
O=C(Nc1ccccc1)Nc1ccccc1-n1ccnc1	i	-0.6%	-1.21	1517	-2.7%	i	27.1	22.9%	-5.1	691	0.461	-0.226	-0.129	0.721	2.1	2.2	5.1
CCCCOC(=O)c1nc[nH]c1C(=O)OCCCC	i	0.0%	0.17	1481	4.0%	i	-7.2	6.2%	-15.4	670	-0.607	-0.205	-0.694	0.348	3.0	3.7	6.7
Nc1c(C(=O)OCC(=O)NCc2ccccc2)[nH]c(=O)[nH]c1=O	i	nt	0.73	933	5.5%	nt	nt	-0.5%	1.9	620	0.466	-0.0649	0.326	-0.786	nt	nt	nt
Cc1nc2ccccc2nc1OCc1ccc([N+](=O)[O-])cc1	i	-0.7%	0.17	1815	12.0%	i	12.2	-1.1%	-0.3	683	-0.0953	-0.292	0.543	-0.336	4.8	3.5	8.2
COc1ccc(Cl)cc1N(CC(=O)Nc1ccc2c(c1)OCO2)S(C)(=O)=O	i	-1.0%	-1.44	1395	1.9%	i	13.1	-5.4%	nt	nt	-0.11	-0.236	0.137	0.293	1.8	1.3	7.8
COc1cccc(NC(=O)c2ccc(NC(=O)C3CC(=O)OC34CCCCC4)cc2)c1 (centres undefined)	i	-1.3%	0.31	1461	0.2%	i	-28.3	2.7%	nt	nt	-0.565	-0.199	-0.132	0.631	3.5	1.4	6.4
O=C(c1cc2n(n1)C(C(F)(F)F)CC(c1ccco1)N2)N1CCN(c2ccccn2)CC1 (centres undefined)	i	-1.3%	0.77	1383	3.5%	i	16.8	1.4%	nt	nt	-0.58	-0.274	0.361	0.255	2.1	1.6	3.3
Cc1csc(NC(=O)CSc2nnc(NC(=O)COc3ccc(Cl)cc3)s2)n1	i	-1.0%	-0.03	1334	7.3%	i	-7.3	0.2%	1.6	705	-0.521	0.187	0.163	0.368	1.7	1.1	9.7
COc1ccc(C(=O)CSc2nnc(-c3ccccc3)o2)cc1	i	-1.7%	0.83	939	-0.1%	i	-1.3	-8.1%	nt	nt	-0.61	-0.16	-0.415	0.513	1.3	1.8	3.8
CCOC(=O)c1sc(NC(=O)CSc2nc(C)cc(C)n2)c(C#N)c1C	i	-0.4%	0.78	1362	12.7%	i	6.3	-1.8%	nt	nt	-1.07	0.0278	-0.988	-0.336	2.7	2.6	4.2
CCSc1nc2ccccc2n1Cc1nc(N)nc(N(C)C)n1	i	1.2%	-0.08	1291	4.7%	i	-4.5	-2.7%	-7.9	784	2.87	-0.207	1.45	-0.372	3.8	1.6	15.3
COc1ccccc1NC(=O)C1=C(C)NC2=C(C(=O)CC(c3ccc(OC)c(OC)c3)C2)C1c1coc2ccccc2c1=O (centres undefined)	i	-1.0%	-0.71	1235	10.3%	i	13.1	-13.4%	-13.4	739	0.992	-0.174	1.05	-0.435	4.3	5.4	3.7
CC(=O)Nc1ccc(OC(=O)c2cc3cc(Br)cc(Br)c3oc2=O)cc1	i	0.1%	0.06	1365	0.9%	i	-4.1	5.3%	-0.9	659	0.331	0.356	1.09	-1.27	1.8	1.8	6.9
COc1ccc(/C=N/Nc2ncnc3sc4c(c23)CCCC4)cc1O	i	-1.4%	-0.44	1058	5.9%	i	-14.0	8.2%	15.3	654	1.41	-0.214	0.347	-1.11	4.5	5.5	2.9
CC(=O)c1ccccc1OCCOCCOc1ccccc1C(C)=O	i	1.1%	-0.41	1137	9.5%	i	4.6	-6.1%	-29.2	578	-0.715	-0.0715	-0.68	1.26	5.1	2.4	9.7
Cc1ccc(CNC(=O)c2sc3ccc(S(=O)(=O)N4CCCCC4)cc3c2N)cc1	i	7.8%	-0.14	1456	10.1%	i	-7.6	6.8%	13.1	623	-0.621	-0.273	-0.288	0.26	8.4	1.2	14.0
CC(=O)Nc1ccc(SCC(=O)c2cc(C)n(Cc3cccs3)c2C)cc1	nt	-0.8%	-1.68	1026	16.6%	i	2.7	-0.3%	nt	nt	1.35	-0.00866	0.442	0.222	2.6	2.8	11.1

# 3 of the entries above in order of the Dynein cargo inh value, smallest number first:
mol | P. falciparum M1AAP | P. falciparum M17LAP | Dynein cargo inh | Dynein cargo inh cytoplasmic EGFP | Dynein cargo inh nuclear GR-EGFP | Dynein cargo inh cell count | MT stabilizer Hoechst-high %
CCCCOC(=O)c1nc[nH]c1C(=O)OCCCC | 4.0% | 6.2% | -0.607 | -0.205 | -0.694 | 0.348 | 3.7
Cc1ccccc1NC(=O)C1Cc2ccccc2C(=O)O1 (centres undefined) | -3.5% | 15.2% | -0.495 | -0.0922 | -0.32 | -0.828 | 1.8
Nc1c(C(=O)OCC(=O)NCc2ccccc2)[nH]c(=O)[nH]c1=O | 5.5% | -0.5% | 0.466 | -0.0649 | 0.326 | -0.786 | nt
